Screening data: PubChem BioAssay, The Scripps Research Institute Molecular Screening Center
PAFAH1B2 inh: blocks human PAF acetylhydrolase 1b catalytic subunit 2; inhibition, % at 3.39 µM; AID 492953; recombinant PAFAH1B2, FP-rhodamine activity probe, fluorescence polarization; 1.2% of 340,000 active;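 active = inhibition above the mean of all tested compounds plus 3 SD, cut at about 24% in these data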;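 also: 0% = enzyme with DMSO and 100% = wells lacking PAFAH1B2; many of its hits are not listed in these tables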
PAD4 inh: blocks human protein arginine deiminase 4; recombinant PAD4, RCA probe fluorescence polarization; inhibition, % at 6.36 µM; AID 485272; 0.41% of 330,000 active;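 active = percent inhibition above a cutoff equal to the mean of all tested compounds plus 3 SD, cut at about 15% in these data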;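 also: 0% = PAD4 with RCA probe and DMSO and 100% = probe without PAD4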
pPAFAH inh: inhibitors of human plasma PAF acetylhydrolase (pPAFAH); Q13093; 1.5% of 330,000 active; AID 463082; recombinant pPAFAH, FP-rhodamine probe fluorescence polarization; inhibition, % at 3.39 µM;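 active = inhibition above the mean inhibition across the screen plus 3 SD, cut at about 25% in these data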;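 also: inhibitors block binding of the rhodamine activity-based probe so polarization drops; 0% = enzyme with DMSO and 100% = wells lacking pPAFAH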
Target sequence (Q13093 whole entry, looked up): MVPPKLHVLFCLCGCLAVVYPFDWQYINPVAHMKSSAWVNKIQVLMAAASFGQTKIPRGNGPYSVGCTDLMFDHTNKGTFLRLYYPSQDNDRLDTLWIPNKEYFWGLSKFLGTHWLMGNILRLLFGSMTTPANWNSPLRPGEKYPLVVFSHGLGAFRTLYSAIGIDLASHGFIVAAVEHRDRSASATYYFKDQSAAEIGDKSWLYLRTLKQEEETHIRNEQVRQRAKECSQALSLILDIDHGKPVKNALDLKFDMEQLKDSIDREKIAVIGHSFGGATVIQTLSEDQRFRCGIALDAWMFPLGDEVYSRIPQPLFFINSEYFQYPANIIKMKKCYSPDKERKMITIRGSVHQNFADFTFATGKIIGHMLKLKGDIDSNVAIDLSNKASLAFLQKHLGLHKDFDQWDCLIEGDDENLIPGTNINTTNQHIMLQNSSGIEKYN
PAFAH2 inh: inhibitors of human PAFAH2; Q99487; inhibition, % at 3.39 µM; 0.99% of 340,000 active; recombinant PAFAH2, FP-rhodamine activity probe, fluorescence polarization;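 active = inhibition above the mean over all tested compounds plus 3 SD, cut at about 30% in these data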;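 also: inhibitors block probe labeling of enzyme so polarization drops; 0% = enzyme with DMSO and 100% = wells lacking PAFAH2 protein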
PREPL inhibitor: inhibits the human prolyl oligopeptidase-like enzyme. recombinant PREPL, fluorescence polarization activity-based probe. inhibition, % at 5.96 µM. 0.68% of 320,000 active; in the data active = inhibition above about 43%;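 also: 0% = enzyme with DMSO and 100% = wells lacking enzyme; many of its hits are not listed in these tables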
GSTO1 counter: counter-screen for RBBP9 inhibitors: inhibitors of human GSTO1. inhibition, % at 5.96 µM. P78417. recombinant GSTO1, activity-based probe fluorescence polarization. 1.1% of 300,000 active;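 active = inhibition above the campaign mean inhibition plus 3 SD, cut at about 35% in these data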;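 also: 0% = GSTO1-1 with DMSO and 100% = wells lacking GSTO1-1 enzyme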
Target sequence (P78417 whole entry, looked up): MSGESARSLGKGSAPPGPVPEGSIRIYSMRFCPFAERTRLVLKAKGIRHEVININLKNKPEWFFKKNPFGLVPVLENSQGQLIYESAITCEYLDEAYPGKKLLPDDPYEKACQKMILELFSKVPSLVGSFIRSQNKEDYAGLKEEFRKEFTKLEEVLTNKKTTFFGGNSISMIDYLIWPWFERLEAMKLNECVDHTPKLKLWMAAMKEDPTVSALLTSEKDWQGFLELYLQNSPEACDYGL
LYPLA1 inh: counter-screen for PME1 inhibitors: inhibitors of human LYPLA1 | O75608 | recombinant LYPLA1, FP-Rh probe fluorescence polarization | inhibition, % at 5.9 µM | 0.16% of 320,000 active | AID 2174;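 active = inhibition above the mean of all tested compounds plus 3 SD, set per campaign, cut at about 14% in these data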;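 also: inhibitors block serine hydrolase probe labeling of LYPLA1 so polarization falls; 0% = enzyme with DMSO and 100% = wells lacking LYPLA1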
Target sequence (O75608 whole entry, looked up): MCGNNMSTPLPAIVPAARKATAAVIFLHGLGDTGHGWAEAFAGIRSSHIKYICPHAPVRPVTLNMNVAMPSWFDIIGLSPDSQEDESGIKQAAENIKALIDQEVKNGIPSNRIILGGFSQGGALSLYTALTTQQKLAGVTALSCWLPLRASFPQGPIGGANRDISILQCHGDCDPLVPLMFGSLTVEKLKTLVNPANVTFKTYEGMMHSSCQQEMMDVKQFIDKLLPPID
PAFAH1B3 FP inh: blocks human PAF acetylhydrolase 1B catalytic subunit 3 | Q15102 | recombinant PAFAH1B3, FP-rhodamine probe, fluorescence polarization | inhibition, % at 3.39 µM | 0.28% of 340,000 active;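 active = inhibition above the screen-wide average of all tested compounds plus 3 SD, cut at about 25% in these data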;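 also: 0% = enzyme with DMSO only and 100% = wells lacking PAFAH1B3 protein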
LYPLA2 inh: blocks human lysophospholipase 2, a PME1 counter-screen | O95372 | recombinant LYPLA2, FP-Rh probe fluorescence polarization | inhibition, % at 5.9 µM | 0.38% of 320,000 active | AID 2177;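 active = inhibition above the screen-wide mean plus 3 SD, limit set per campaign, cut at about 26% in these data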;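 also: 0% = LYPLA2 with DMSO and 100% = wells lacking LYPLA2 enzyme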
An asterisk follows results filed as active; x = not tested or not shown.

SMILES	PAFAH1B2 inh	PAD4 inh	pPAFAH inh	PAFAH2 inh	PREPL inhibitor	GSTO1 counter	LYPLA1 inh	PAFAH1B3 FP inh	LYPLA2 inh
CCCNS(=O)(=O)c1ccc(OCC(=O)NCc2ccc3c(c2)OCO3)cc1	6	-4	1	6	7	0	1	-1	11
Cc1ccccc1C(=O)NC1CCN(CC(=O)Nc2ccc3c(c2)OCO3)CC1	11	-6	3	7	1	-8	3	3	2
CCCCC(CCC(=O)Nc1nccs1)C(=O)O (configuration not stated)	2	-8	-5	-1	-2	-2	-3	8	-3
Cn1cc(Cl)c(C(=O)NNC(=S)NC2CCCCC2)n1	8	-7	4	-2	2	3	0	8	-4
CC1CCCC(C)N1C(=O)COC(=O)c1ccc2c(c1)OCO2 (configuration not stated)	8	3	2	16	3	7	2	1	-2
COc1ccc(N2CCN(S(=O)(=O)CC34CCC(CC3=O)C4(C)C)CC2)cc1 (configuration not stated)	3	2	4	5	4	7	-2	5	6
C/C(=N\NC(=O)C1CC1(c1ccccc1)c1ccccc1)c1cccc([N+](=O)[O-])c1 (configuration not stated)	0	-3	-2	-3	4	0	1	-2	6
O=C(Cn1cnc2ccccc21)Nc1cccc(S(=O)(=O)N2CCCC2)c1	0	3	0	-5	-2	x	0	14	2
Cc1ccccc1S(=O)c1ccccc1C(=O)O (configuration not stated)	4	-1	3	-1	4	5	-2	8	-3
Clc1c(CSc2nc3ccccc3o2)nc2sccn12	3	-4	4	2	-8	-9	1	-1	4
Cc1ccc(SCCNC(=O)C(CO)(CO)CO)cc1	13	0	-2	-5	7	11	3	3	3
Cc1nc2ccc(C(=O)OCc3nnc(-c4ccc(Br)cc4)o3)cc2nc1C	8	-9	0	13	-8	7	0	-1	2
COC1(OC)N=C(NC(=O)Nc2ccccc2)C2(C#N)C(c3ccccc3)C12C#N (configuration not stated)	6	4	-2	-1	-14	-2	0	7	-2
CN(C)c1cccc(C(=O)NNC(=O)CSc2ccccc2)c1	10	0	9	6	6	6	2	-5	2
CCOC(=O)c1ccc(NC(=O)CSCCC(=O)O)cc1	9	-2	-1	4	-5	-1	0	5	1
CC(C)(C)c1ccc(-n2ncc3c2CCCC3NC(=O)CN2CCOC2=O)cc1 (configuration not stated)	-4	-1	9	8	-9	4	-2	3	1
Cc1ccsc1/C=N/NC(=O)CNC(=O)c1cccc([N+](=O)[O-])c1C	12	-2	-1	2	9	1	4	13	3
CC(C(=O)OCC(=O)c1ccc(Br)cc1)N1C(=O)C2C3C=CC(C3)C2C1=O (configuration not stated)	16	-2	5	-1	18	1	5	-6	-1
Cc1cccc(OCCOCCN2CCNCC2)c1C	0	4	4	-5	13	7	5	2	5
CCn1nc(C)cc1Nc1ccccc1	1	-1	5	3	5	-2	-2	5	1
O=C(COC(=O)CC1CC2CCC1C2)Nc1ccccc1[N+](=O)[O-] (configuration not stated)	10	-5	18	66*	12	x	x	14	x
CCCCN(CC)CCNC(=O)Cn1cnc2sc(C)c(S(=O)(=O)N3CCOCC3)c2c1=O	-3	-1	2	1	-5	3	0	3	6
O=C(Nc1nccs1)C1CCCN(S(=O)(=O)c2cccnc2)C1 (configuration not stated)	0	-1	5	-4	2	5	1	-2	-3
Cc1cc(NC(=O)CCCn2cnc([N+](=O)[O-])n2)no1	2	-3	2	-1	-11	-4	-1	4	-6
O=C(CCCc1nc(-c2ccccc2Cl)no1)NC1CCCCC1	3	2	2	3	-2	0	2	6	5
O=S(=O)(c1ccc(SCCOc2ccc(Cl)cc2)nc1)N1CCCC1	11	-17	-3	-5	13	x	-5	4	-4
CCOC(=O)c1cc(-c2csc(-c3ccc(C(C)(C)C)cc3)n2)on1	-1	5	-2	3	17	3	0	-5	-3
N=C1CCCN1CC(=O)c1cccs1	4	0	2	-16	3	2	0	6	6
CS(=O)(=O)N(CC(=O)N1CCC(C(N)=O)CC1)c1ccc(Cl)c(C(F)(F)F)c1	2	2	3	-3	-5	7	-2	2	5
Cc1ccc(-c2cc(C(=O)Nc3cc(C(=O)O)ccc3C)c3ccccc3n2)cc1	x	-5	2	x	2	-6	0	x	-3
Cn1nc(CC(=O)Nc2ccc3c(c2)OCCO3)c2ccccc2c1=O	2	1	1	3	-4	3	1	-3	12
Cc1cc(/C=N/NC(=O)c2c(Br)cnn2C)c(C)n1-c1cccc(Br)c1	13	-1	11	7	13	-4	2	2	1
NNC(=O)Cc1csc(-c2ccccc2)n1	-5	-2	0	-2	-50	3	0	2	-3
CCOC(=O)/C=C1\SCC(=O)N1CC(=O)N1CCOCC1	5	2	5	-3	10	1	4	-6	-3
CCc1cc(SC#N)ccc1N	0	4	-2	0	5	7	-2	10	-5
CC(C)=CCc1cc([C@@H]2COc3c(ccc4c3C=CC(C)(C)O4)C2)c(O)cc1O	-1	-3	9	0	4	-2	2	8	-2
CC(C)NC(=S)NN=C1CCCCCCCCCCC1	8	0	3	0	-7	-1	-3	6	3
O=C(CSc1nnc(-c2ccccc2)c2ccccc12)NCCN1C(=O)CSC1=O	4	1	3	0	5	x	-7	12	-6
COC(=O)c1cc(CSc2nc3ccccc3c(=O)n2C)oc1C	-3	-3	1	8	4	-4	0	-3	9
CCN(CC)C(=O)c1oc2ccc(S(=O)(=O)N3CCCCCC3)cc2c1C	0	0	-1	5	21	-27	3	9	0
C/C(=N\NS(=O)(=O)c1cccc([N+](=O)[O-])c1)c1cc2ccccc2o1	6	1	-1	2	-4	8	2	0	-3
COc1cccc(OCCOc2cccc(/C=N/n3cnnc3)c2)c1	7	-5	3	-1	-14	-3	4	1	10
CCCc1cc(-c2n[nH]c(C(=O)OCC)c2-c2cscn2)c(O)cc1O	0	4	0	-1	22	5	4	7	2
C#CC(C)(CC)NC(=O)Cn1nnc(-c2ccc(S(C)(=O)=O)cc2)n1 (configuration not stated)	4	-2	-1	5	0	1	-5	-1	-4
O=C(O)CCN(Cc1ccccc1)S(=O)(=O)c1c(Cl)cccc1Cl	3	2	0	0	-6	-1	2	-8	-4
CC(Nc1cc(=O)n(C)c(=O)n1C)c1ccccc1 (configuration not stated)	4	0	4	-1	-15	-10	2	5	1
COc1ccc(-n2nc3c(N)n[nH]c3cc2=O)cc1	0	-1	5	2	17	5	-1	12	5
COc1ccc(CCNC(=O)C/C(C)=N/NC(=O)c2ccc([N+](=O)[O-])cc2Cl)cc1OC	2	0	6	-23	2	1	4	2	5
CCOC(=O)c1c(C)n(C)c2cc(-c3ccc(F)cc3)c(O)cc12	4	-1	1	-2	-16	0	-2	-2	4
CCCc1cc(=O)[nH]c(SCC(=O)N2N=C(c3ccc(Cl)cc3)CC2c2ccco2)n1 (configuration not stated)	5	-12	19	12	-1	2	-3	3	0
NC(=O)c1ccc(NC(=O)COC(=O)C2CC3C=CC2C3)cc1 (configuration not stated)	4	0	1	-7	0	x	x	0	x
S=c1nc(C2CCCCC2)[nH]c2ccccc12	-5	0	0	6	-5	8	2	4	-1
O=C(CN(C(=O)CCC(=O)Nc1ccccn1)c1ccc(F)cc1)NCc1ccc(F)cc1	-4	-4	-9	-3	-2	6	5	2	3
CC1CCCCN1C(=O)CSc1nnc(-c2cccnc2)n1C1CCCCC1 (configuration not stated)	0	-1	3	10	1	-5	4	-1	-1
Cc1c(C(=O)OCC(=O)N2CC(C)CC(C)C2)oc2ccccc12 (configuration not stated)	4	-2	11	0	8	11	-3	-4	3
Cc1cccc(CN2CCCC(C(=O)Nc3ccccc3Oc3cccnc3)C2)c1 (configuration not stated)	2	-3	2	2	11	-1	-2	-4	1
CCCc1cc(=O)[nH]c(SC(C)C(=O)N2c3ccccc3CC2C)n1 (configuration not stated)	2	-7	2	0	5	x	2	8	7
COC(=O)c1ccc(OCCN2C3=NCCN3c3ccccc32)cc1	1	-3	-4	1	9	-1	3	7	2
CN(C)CCN(CC1CCCN(Cc2ccccc2F)C1)C(=O)c1ccc(Cl)cc1 (configuration not stated)	2	2	2	5	20	6	2	1	1
CCOC(=O)C1CCN(C(=O)COc2ccc(Cl)cc2C)CC1	9	-3	-1	6	12	-3	-1	4	2
C=CCn1c(O)c(C2=c3ccccc3=NC2=O)s/c1=N/c1nccs1	2	-1	6	12	8	0	-2	-2	-3
N#Cc1c(NC(=O)c2cc([N+](=O)[O-])ccc2N2CCOCC2)sc2c1CCCC2	0	-7	2	3	9	4	1	2	2
COc1ccccc1-c1c(C)nn2c(N3CCN(Cc4ccccc4)CC3)cc(C)nc12	4	3	28*	3	23	8	5	1	8

Among those listed so far, these contain an aryl thioether with sulfur outside any ring.
SMILES	PAFAH1B2 inh	PAD4 inh	pPAFAH inh	PAFAH2 inh	PREPL inhibitor	GSTO1 counter	LYPLA1 inh	PAFAH1B3 FP inh	LYPLA2 inh
Clc1c(CSc2nc3ccccc3o2)nc2sccn12	3	-4	4	2	-8	-9	1	-1	4
Cc1ccc(SCCNC(=O)C(CO)(CO)CO)cc1	13	0	-2	-5	7	11	3	3	3
CN(C)c1cccc(C(=O)NNC(=O)CSc2ccccc2)c1	10	0	9	6	6	6	2	-5	2
O=S(=O)(c1ccc(SCCOc2ccc(Cl)cc2)nc1)N1CCCC1	11	-17	-3	-5	13	x	-5	4	-4
O=C(CSc1nnc(-c2ccccc2)c2ccccc12)NCCN1C(=O)CSC1=O	4	1	3	0	5	x	-7	12	-6
COC(=O)c1cc(CSc2nc3ccccc3c(=O)n2C)oc1C	-3	-3	1	8	4	-4	0	-3	9
CCCc1cc(=O)[nH]c(SCC(=O)N2N=C(c3ccc(Cl)cc3)CC2c2ccco2)n1 (configuration not stated)	5	-12	19	12	-1	2	-3	3	0
CC1CCCCN1C(=O)CSc1nnc(-c2cccnc2)n1C1CCCCC1 (configuration not stated)	0	-1	3	10	1	-5	4	-1	-1
CCCc1cc(=O)[nH]c(SC(C)C(=O)N2c3ccccc3CC2C)n1 (configuration not stated)	2	-7	2	0	5	x	2	8	7

Some of the compounds tested; count on the stated rates, not on these rows.
